Screening data deposited in PubChem BioAssay by Johns Hopkins Ion Channel Center.
KCNQ2 block = KCNQ2 potassium channel inhibitors, primary screen, cell-based, CHO-K1, FluxOR thallium flux, B-score (AID 2156). O88943. 20 min; active compounds read low. B-score at 10 µM. actives 1.1% (n = 310,000);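 active = fluorescence ratio B-score at most minus 3 library SDs, with starting brightness B-score within 2 library SDs, cut at about -5.5 in these data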
Kir21 inh = blocks the mouse Kir2.1 inward-rectifier potassium channel; AID 1672; B-score at 10 µM; actives 0.85% (n = 310,000); P35561; HEK293-Kir2.1, FluxOR thallium flux fluorescence; active compounds read low;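 active = fluorescence ratio B-score at or below minus 3 SD of library scores, with starting-brightness B-score within 2 SD, cut at about -4.2 in these data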;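 note: channel flux triggered by added potassium and thallium sulfate stimulus; B-score of peak minus minimum fluorescence over baseline after thallium stimulus; more negative B-score means stronger Kir2.1 block with less thallium influx; some compounds called inactive have numbers as strong as hits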
Target sequence (P35561 whole entry, looked up): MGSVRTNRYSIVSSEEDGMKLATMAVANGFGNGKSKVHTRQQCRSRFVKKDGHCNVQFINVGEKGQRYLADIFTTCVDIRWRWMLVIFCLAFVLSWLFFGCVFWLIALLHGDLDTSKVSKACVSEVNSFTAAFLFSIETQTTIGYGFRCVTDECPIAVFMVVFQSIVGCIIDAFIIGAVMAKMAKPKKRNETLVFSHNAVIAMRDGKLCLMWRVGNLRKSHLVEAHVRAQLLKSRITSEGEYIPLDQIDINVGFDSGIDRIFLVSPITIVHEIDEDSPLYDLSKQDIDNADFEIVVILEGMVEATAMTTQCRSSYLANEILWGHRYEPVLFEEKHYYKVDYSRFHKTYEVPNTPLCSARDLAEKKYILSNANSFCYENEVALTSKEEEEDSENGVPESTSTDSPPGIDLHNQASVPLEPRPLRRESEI
The depositor's hits bear a star; i = inactive.

item	KCNQ2 block	Kir21 inh	canonical_smiles
1	i	-0.02	C/C=C/CSc1nc2c(c(=O)[nH]c(=O)n2C)n1C(C)C
2	i	2.8	CCCn1nc2cc(C(=O)NCC34CC5CC(CC(C5)C3)C4)ccc2c1OCC
3	i	0.36	CCOC(=O)c1cccc(NC(=O)c2cnc3ccccc3n2)c1
4	i	0.02	COc1ccc(CNC(=O)CN(C(=O)c2csnn2)c2ccccc2F)cc1
5	i	-2	Cc1ccnc2nc(C(=O)Nc3nccs3)nn12
6	i	1.2	O=C(NCC(c1ccc(F)cc1)N1CCOCC1)c1ccc(Br)o1 (stereo unspecified)
7	i	-0.98	C/C(=N\NC(=O)c1nn(C)cc1Br)c1ccc(NC(=O)c2ccncc2)cc1
8	i	0.03	Cc1ccc2c(c1C)NC(C)CC2C (stereo unspecified)
9	i	0.94	CCCCN(C)C(=O)c1nc2ccccn2c1CN1CCN(C(=O)c2cccs2)CC1
10	i	-0.04	COc1ccc(/C=C(/NC(=O)c2ccco2)C(=O)Nc2cccc(C(=O)O)c2)cc1
11	i	-1.1	O=C(NCc1ccccc1)c1onc(CSc2nc3ccccc3[nH]2)c1C(=O)NCc1ccccc1
12	i	-2.3	CCCCn1cnc2cc(C)c(C)cc21
13	i	2.4	Cc1ccccc1OCC(=O)NNC(=O)c1ccc(-c2ccccc2)cc1
14	i	1.7	Cc1ccccc1C(=O)N1CCC(C(=O)Nc2ccc(S(=O)(=O)N3CCCC3)cc2)CC1
15	i	-0.23	N#Cc1cc(C(=O)c2cc(Cl)ccc2O)cn(CC2CCCO2)c1=O (stereo unspecified)
16	i	0.01	Cc1sc(NC(=O)CS(=O)(=O)c2ccccc2)c(C(N)=O)c1C
17	i	0.46	C=CCn1c(SCC(=O)NCCCC)nc2scc(-c3ccco3)c2c1=O
18	i	1.3	CCn1cc(C2=NOC(C(=O)Nc3ccccc3C(=O)OC)C2)c(C)n1 (stereo unspecified)
19	i	-0.48	Cc1ccccc1NC(=O)CN1C(=O)S/C(=C/c2cccnc2)C1=O
20	i	1.3	Cc1cc(C)nc(SCC(=O)NN=C2CCCC2)n1
21	i	-0.59	C=CCOC(=O)C(C#N)c1nc2ccccc2nc1N1CCN(c2ccccc2OCC)CC1 (stereo unspecified)
22	i	-1.2	CCOc1ccccc1Nc1nc2ccccc2n1C(C)C
23	i	-0.67	CCOc1ccccc1NC(=O)CSc1n[nH]c(=O)n1-c1ccccc1
24	i	1.1	Brc1ccc(-c2noc(COc3ccc4c(c3)CCC4)n2)o1
25	i	-0.76	Cc1ccc2cc(CCNC(=O)C3CCCCC3)c(=O)[nH]c2c1C
26	i	0.04	CC(C)Oc1ccc(C(=O)Nc2nnc(C3=COCCO3)o2)cc1
27	i	-0.32	COC(=O)CCN(C(=O)c1cc([N+](=O)[O-])cc([N+](=O)[O-])c1)c1ccccn1
28	i	0.34	Cc1cc2ncc(-c3ccccc3)nc2cc1C
29	i	1.1	CNC(=O)c1ccsc1NC(=O)CCS(=O)(=O)c1ccc(C)cc1
30	i	0.03	COc1ccc(C(C)=O)cc1CSCCC#N
31	-6*	-1.1	CCc1ccc(/C=C2/C(=O)N(C)C(=S)N2CC(=O)OC)s1
32	i	-2.5	CCCN1C2CCCC1CC(NC(=O)c1ccc(C(C)(C)C)cc1)C2 (stereo unspecified)
33	i	0.19	Cc1nc2ccccc2c2oc(C(=O)N3CCc4ccccc4C3)cc12
34	i	0.55	O=c1cc(-c2ccc(O)cc2)oc2cc(O)cc(O)c12
35	i	-0.19	c1cc(-n2nnc3cnccc32)ccn1
36	i	0.64	O=C(NCC1CCCO1)C(=O)N/N=C/c1cccc(Cl)c1 (stereo unspecified)
37	i	1.5	Cc1ccc(-c2csc(NC(=O)c3cccs3)n2)cc1
38	i	1.2	CSc1nnc2c(n1)OC(c1cn(C)c3ccccc13)N(C(C)=O)c1ccccc1-2 (stereo unspecified)
39	i	-0.74	COc1ccc(COCCN2CCN(S(=O)(=O)c3ccc(C)cc3)CCC2=O)cc1
40	i	0	CC(=O)OCc1nc2sc3c(c2c(=O)[nH]1)CCCC3
41	i	2.4	COc1ccc(N(CC(=O)NCC2CCCO2)S(=O)(=O)c2ccccc2)cc1OC (stereo unspecified)
42	i	-0.13	COC(C(=O)Nc1cccc([N+](=O)[O-])c1)c1ccccc1 (stereo unspecified)
43	i	-1.2	COc1ccc(N2CCN(C3CCCN(Cc4cccc(OC)c4)C3)CC2)cc1 (stereo unspecified)
44	i	0.62	CN(Cc1ccccc1)S(=O)(=O)c1ccc(Cl)c(C(=O)NCc2cccnc2)c1
45	i	-0.43	O=C(NC(=S)Nn1cnnc1)c1ccccc1Cl
46	i	2	O=C(NCc1ccco1)/C(=C/c1ccc([N+](=O)[O-])cc1)NC(=O)c1ccco1
47	i	0.01	O=C(CN1CCN(c2ccc(F)cc2)CC1)N1CCC(Cc2ccccc2)CC1
48	i	0.03	COc1cc(OC)cc(-c2nnc(NC(=O)Cc3ccc(F)cc3)o2)c1
49	i	1.5	CC(C)c1ccc(NC(=O)C(=O)c2cn(CC(=O)N3CCCCC3)c3ccccc23)cc1
50	i	-0.02	CCC(=O)Nc1ccc(NC(=O)c2ccco2)c(OC)c1
51	i	0.1	CN(C)S(=O)(=O)c1ccc(C(=O)NCC(=O)N/N=C/c2cccs2)cc1
52	i	-0.98	CCOCCCNC(=O)CCn1nc(-c2ccc(Cl)cc2)ccc1=O
53	i	0.44	O=C(Nc1nc(-c2cc3ccccc3oc2=O)cs1)c1ccc(Br)o1
54	i	-0.42	O=C(CSc1n[nH]c(-c2ccncc2)n1)Nc1ccc(Br)cc1
55	i	-1.3	Cc1ccc2sc(NC(=O)CN3C(=O)CCC3=O)nc2c1C
56	i	1.4	O=C(/C=C/c1c(F)cccc1Cl)NCCCN1CCOCC1
57	i	-0.67	CCN(CC)c1ccc(-c2n[nH]c(=S)n2-c2ccccc2C)cc1
58	i	-0.11	COc1ccc(CCn2c(N)c(C(=O)NCc3ccco3)c3nc4ccccc4nc32)cc1
59	i	-1.1	CCOc1ccccc1NC(=O)CCNS(=O)(=O)c1cccc2nsnc12
60	i	-1.5	CC(C)[C@H](NC(=O)N1CCn2c1nc1ccccc12)C(=O)NCC1CCCO1 (stereo partly specified)

Gathered by group, those above containing two or more sulfur atoms (seven)
item	KCNQ2 block	Kir21 inh	canonical_smiles
16	i	0.01	Cc1sc(NC(=O)CS(=O)(=O)c2ccccc2)c(C(N)=O)c1C
17	i	0.46	C=CCn1c(SCC(=O)NCCCC)nc2scc(-c3ccco3)c2c1=O
29	i	1.1	CNC(=O)c1ccsc1NC(=O)CCS(=O)(=O)c1ccc(C)cc1
31	-6*	-1.1	CCc1ccc(/C=C2/C(=O)N(C)C(=S)N2CC(=O)OC)s1
37	i	1.5	Cc1ccc(-c2csc(NC(=O)c3cccs3)n2)cc1
51	i	0.1	CN(C)S(=O)(=O)c1ccc(C(=O)NCC(=O)N/N=C/c2cccs2)cc1
59	i	-1.1	CCOc1ccccc1NC(=O)CCNS(=O)(=O)c1cccc2nsnc12

Further results:
item	KCNQ2 block	Kir21 inh	canonical_smiles
61	i	-0.61	Cc1nc(CSc2ccc(Cl)cc2)cc(N2CC(C)OC(C)C2)n1 (stereo unspecified)
62	i	1.1	O=C(NN1C(=O)C2C(c3ccccc3)C=CC(c3ccccc3)C2C1=O)c1ccncc1 (stereo unspecified)
63	i	-0.22	CCNC(=O)N(C)c1nncnc1C(=O)NC
64	i	-0.5	CN(C(=O)C1CCOC1)c1nnc(-c2cnccn2)s1 (stereo unspecified)
65	i	-0.02	Cc1ccc(-n2c3c(c(=O)[nH]c2=S)C(C(F)(F)F)(C(F)(F)F)NC(=O)N3)cc1
66	i	0.53	CCOc1ccc(N(CC(=O)NN=C2CCN(C)CC2)S(=O)(=O)c2ccc(Br)cc2)cc1
67	i	0.68	Cc1ccccc1OCC(=O)N/N=C/c1cccc2cccnc12
68	i	0.27	CCOc1cc(OCC)cc(C(=O)NCc2ccco2)c1
69	i	0.1	Cc1ccnc(N/C=C/C(=O)c2ccc(Br)cc2)c1
70	i	0.32	Brc1cccc2sc(N3CCN(c4ccccc4)CC3)nc12
71	i	2.2	CCc1ccccc1NS(=O)(=O)c1ccc2c(c1)NC(=O)CC(=O)N2
72	i	-0.8	O=C(CCN1C(=O)COc2ccccc21)NCCCN1CCc2ccccc2C1
73	i	0.11	COc1ccc(/C=C/C(=O)NCC(=O)N/N=C(\C)Cc2ccccc2)cc1
74	i	1.5	O=C1C(=O)N(Cc2cccnc2)C(c2cccc(F)c2)/C1=C(/O)c1ccc2c(c1)OCO2 (stereo unspecified)
75	i	0.01	CCCCn1c(N)c(N(CC(C)C)C(=O)c2ccc3c(c2)NC(=O)C(C)S3)c(=O)[nH]c1=O (stereo unspecified)
76	i	0.91	COc1ccc(C(=O)NCc2cnn(C)c2)cc1OC1CCN(C(C)C)CC1
77	i	-1.8	CCOc1ccc(N(CC(=O)N/N=C/c2ccc(OC(C)C)cc2)S(C)(=O)=O)cc1
78	i	3.8	COc1cc2c(OC)cccc2cc1C(=O)O
79	i	-0.08	C/C(=N\NC(=O)c1ccn(C)n1)c1cccc(NC(=O)c2ccncc2)c1
80	i	0.63	CC(=O)Nc1ccc(-c2ccc3nnc(C)n3n2)cc1
81	i	1.6	COc1ccc(Cc2nc3ccc(C(=O)N4CCCC4)cc3o2)cc1
82	i	0.34	Cc1ccnc(N2CCCC(C(=O)Nc3nnc(C)s3)C2)n1 (stereo unspecified)
83	i	1.6	COc1cccc(C2/C(=C(\O)c3ccc4c(c3)OCCO4)C(=O)C(=O)N2CCCN2CCOCC2)c1OC (stereo unspecified)
84	i	0.23	COc1ccc(Cl)c(NC(=O)Nc2c(C)n(-c3ccccc3)c(=O)n2C)c1
85	i	-0.07	CC1CCCN(C2(O)C(=O)Nc3ccc(Cl)cc32)C1 (stereo unspecified)
86	i	-1.6	Cc1noc(C)c1S(=O)(=O)N1CCC(C(=O)c2ccccc2)CC1
87	i	0.11	CCOC(=O)C1CCN(S(=O)(=O)CCNC(=O)c2ccc(F)cc2)CC1
88	i	0.65	Cn1c(=O)n(C)c2cc(C(N)=O)ccc21
89	i	-1.3	COc1ccc(CNS(=O)(=O)NCc2ccccc2F)cc1
90	i	-0.4	CC(=O)Nc1ccc(NC(=O)C(C)OC(=O)CNS(=O)(=O)c2cccc(Cl)c2)cc1 (stereo unspecified)

Compound profiles, as listed above. Order of screens: KCNQ2 block	Kir21 inh
Listed for `CN(C(=O)C1CCOC1)c1nnc(-c2cnccn2)s1` (stereo unspecified) : i	-0.5
Listed for `Cc1sc(NC(=O)CS(=O)(=O)c2ccccc2)c(C(N)=O)c1C` : i	0.01
Listed for `Cc1ccnc2nc(C(=O)Nc3nccs3)nn12` : i	-2
Listed for `O=C(CCN1C(=O)COc2ccccc21)NCCCN1CCc2ccccc2C1` : i	-0.8

Next part.
item	KCNQ2 block	Kir21 inh	canonical_smiles
91	i	0.66	CCOC(=O)N1CCN(S(=O)(=O)c2ccc3c(c2)CCN3C(=O)C2CCC2)CC1
92	i	-2.3	CCC(=O)/C=C1/Sc2ccc(OC)cc2N1CCO
93	i	0.74	Cc1ccc(/C=N/NC(=O)Cc2cccs2)o1
94	i	-0.07	COc1cc(C)c(C(C)C)cc1S(=O)(=O)n1ccnc1
95	i	1.2	Cc1ccc(S(=O)(=O)Nc2c(NC3CCCCC3)c3ccccc3oc2=O)c(C)c1
96	i	-0.61	COc1ccc(C(C(=O)NCc2ccccc2)N(Cc2ccc3c(c2)OCO3)C(=O)c2cnccn2)cc1 (stereo unspecified)
97	i	-1.4	CSc1ccccc1-n1nnnc1SCC(=O)Nc1ccccc1C
98	i	-0.7	O=C(CN1CCN(c2ccccn2)CC1)Nc1cccc(F)c1
99	i	-0.53	COc1ccc(OC)c(NC(=O)CSc2nc3cccnc3n2C)c1
100	-6.2*	1.3	COc1cc(OC)cc(-c2cc3nc4c(c(N5CCN(c6ncccn6)CC5)n3n2)CCCC4)c1
101	i	0.58	CCNc1nc(SCC(=O)Nc2ccccc2)nc(N2CCOCC2)n1
102	i	-0.13	Cc1cc(N2CCC(N(C)C3CCCC3)CC2)nc2cc(O)ccc12
103	-7.2*	0.47	COC(=O)c1ccc(COc2ccccc2/C=C(\C#N)C(=O)Nc2c(C)cc(C)cc2C)cc1
104	i	0.96	Cc1ccc(-n2c(SCC(=O)N3CC(=O)Nc4ccccc43)nc3ccccc3c2=O)cc1
105	i	1.3	COc1cc(C(N)=O)cc(Cl)c1OC
106	i	0.02	COc1ccc(NC(=O)c2cc3ccc4c5ccccc5[nH]c4c3cc2O)cc1
107	i	0.94	COc1ccc(-c2noc(COc3ccc4c(c3)OCO4)n2)cc1OC
108	i	-0.52	CN(C)c1cccc(NC(=O)Cc2ccc(F)cc2)c1
109	i	1.7	COc1ccc(C2=NN(C(=O)CCC(=O)O)C(c3ccccc3)C2)cc1 (stereo unspecified)
110	i	-0.23	O=C(Nc1ccc2c(c1)OCCO2)C1CCN(S(=O)(=O)Cc2ccccc2)CC1
111	i	-0.08	Cn1c(=O)n(C)c2cc(/C=N/n3cnnc3)ccc21
112	i	0.13	Cc1cc(C)c2c(n1)nn1c(NCCOCCO)cc(C)nc21
113	i	-0.05	CN1CCC2(CC1)N=C(c1ccc(F)cc1)C(=S)N2C(=O)c1ccccc1
114	i	-0.57	CCOc1ccccc1-c1nc2c(s1)CCc1onc(-c3ccc(OC)cc3)c1-2
115	i	0.45	Cc1cccc2cc(C3CC(c4cccs4)=NN3C(=O)CCC(=O)O)c(Cl)nc12 (stereo unspecified)
116	i	0.88	CCOc1ccc(OCCOCCN2CCOCC2)cc1
117	i	-0.01	CCOCCCN(C)C1CCN(S(=O)(=O)c2csc(C(N)=O)c2)CC1
118	i	0.36	COc1ccc(C2CC3(CC(C)(C)NC(=S)N3)Oc3cc(O)cc(C)c32)cc1OC (stereo unspecified)
119	i	2	CCOC(=O)/C(C#N)=C/c1cc(C)n(-c2ccccc2)c1C
